Screens (PubChem BioAssay)
GRIN3A LBD mod: modulates the human NR3A ligand-binding domain | NR3A LBD differential scanning fluorimetry, Tm shift; 0% = protein alone, 100% = glycine-bound protein | Tm shift relative to glycine control, % at 25 µM | 340,000 tested, 2.5% active | AID 1259313;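 active means melting temperature shift of at least 10% of the positive control shift, at one fixed dose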
Mdm2 MdmX PPI: inhibitors of human Mdm2/MdmX interaction; SaOS-2 split-luciferase Mdm2/MdmX complementation, luminescence; inhibition, % at 8 µM; 330,000 tested, 3% active; AID 485346;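 active means inhibition of at least 50% at 8 µM in the primary screen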
Target sequence (O15151 whole entry, looked up): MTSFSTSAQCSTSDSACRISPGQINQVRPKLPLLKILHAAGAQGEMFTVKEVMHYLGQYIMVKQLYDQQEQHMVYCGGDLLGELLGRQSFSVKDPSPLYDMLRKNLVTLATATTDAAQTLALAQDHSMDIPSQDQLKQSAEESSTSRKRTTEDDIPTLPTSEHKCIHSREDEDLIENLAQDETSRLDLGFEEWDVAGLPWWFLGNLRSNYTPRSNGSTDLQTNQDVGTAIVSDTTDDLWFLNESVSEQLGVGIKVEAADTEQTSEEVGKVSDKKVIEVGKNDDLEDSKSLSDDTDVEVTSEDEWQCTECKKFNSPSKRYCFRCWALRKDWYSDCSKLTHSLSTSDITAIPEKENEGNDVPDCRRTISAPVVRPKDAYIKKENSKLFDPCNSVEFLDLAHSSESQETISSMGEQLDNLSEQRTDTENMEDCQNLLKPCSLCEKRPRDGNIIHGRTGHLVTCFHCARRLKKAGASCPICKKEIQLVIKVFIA
Target sequence (Q00987 whole entry, looked up): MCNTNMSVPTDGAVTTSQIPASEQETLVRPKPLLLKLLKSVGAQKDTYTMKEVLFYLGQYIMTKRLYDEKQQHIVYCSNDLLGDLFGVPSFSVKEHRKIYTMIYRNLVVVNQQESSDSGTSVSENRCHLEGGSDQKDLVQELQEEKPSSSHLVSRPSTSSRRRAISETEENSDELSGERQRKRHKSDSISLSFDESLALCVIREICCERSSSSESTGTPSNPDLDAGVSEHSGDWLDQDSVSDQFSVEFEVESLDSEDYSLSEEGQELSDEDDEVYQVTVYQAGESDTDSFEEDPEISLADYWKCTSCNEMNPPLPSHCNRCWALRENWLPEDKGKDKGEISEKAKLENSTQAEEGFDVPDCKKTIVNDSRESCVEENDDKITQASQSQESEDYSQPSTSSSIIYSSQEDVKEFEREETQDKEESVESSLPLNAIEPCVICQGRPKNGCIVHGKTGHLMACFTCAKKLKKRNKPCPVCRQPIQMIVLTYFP
TIM10 inh: inhibits growth of TIM10 yeast strain. S. cerevisiae TIM10 strain growth, BacTiter-Glo luminescence, 24 h. inhibition, % at 10 µM. 330,000 tested, 1.4% active;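 active means inhibition of 40% or more at the single tested concentration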;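 further: wild-type TIM10 isogenic control strain grown at permissive 25 °C; 0% = DMSO yeast wells and 100% = minimal medium wells without yeast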
tim10-1 inh: tim10-1 yeast growth inhibition. S. cerevisiae tim10-1 ts strain growth, BacTiter-Glo, 24 h. inhibition, % at 20 µM. 330,000 tested, 2.2% active. AID 463190;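 active means inhibition of at least 40%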;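 further: mutant grown at 25 °C; 0% = DMSO wells with yeast and 100% = wells holding no yeast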
UPR CHOP act: apoptotic UPR (CHOP) activation | 330,000 tested, 0.34% active | AID 449763 | CHO-CHOP luciferase reporter, luminescence; percent of tunicamycin response over DMSO baseline | activation, % at 10 µM;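 active means at 10 µM dose, activation of 40% or more, normalized to positive control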;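 further: 100% = tunicamycin at 10 µg/mL and 0% = DMSO alone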
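assay system = CHO CHOP reporter cells | amount = 500 CHO-CHOP cells per well | buffer or medium = F12 with 10% FBS | incubation = 16-18 h cell attachment, then 6 h compound exposure, 37 °C | detection = luminescence read with Steady-Glo | read-out = percent activation relative to tunicamycin control | controls = tunicamycin high control, DMSO low control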
tim23-1 inh: inhibits growth of tim23-1 mutant yeast; S. cerevisiae tim23-1 growth, BacTiter-Glo luminescence, 24 h; inhibition, % at 20 µM; 330,000 tested, 1.3% active; AID 463212;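 active means growth inhibition of the mutant yeast at or above 50%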;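 further: temperature-sensitive mutant grown at 25 °C; plate controls were DMSO-treated mutant yeast for no effect and medium wells lacking yeast for full effect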
APJ ag: APJ receptor agonism | P35414 | CHO-K1 APJ PathHunter beta-arrestin, luminescence; 0% DMSO wells, 100% apelin | activation, % at 20 µM | 330,000 tested, 0.11% active | AID 2520;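 active means activation more than six SD over the plate average, tested at 20 µM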;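 further: 0% = DMSO alone and 100% = apelin-13 at 10 nM; some results filed as inactive read as strong as hits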
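Incubation: overnight seeding, 90 min compound at 25 °C, 1 h detection; test system: PathHunter CHO-K1 APJ (AGTRL-1) beta-arrestin reporter cells; amount: 1000 cells/well; doses: one dose, 20 µM compound, 1% DMSO; measured by: beta-gal luminescence; measure: agonist-driven arrestin binding to APJ; benchmarks: negative DMSO alone, positive Apelin-13 at 10 nM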
NLRP3 yeast inh: NALP3 inhibition in yeast. Yeast reconstituted NLRP3/ASC/caspase-1, beta-gal luminescence, 24 h. 330,000 tested, 0.39% active. AID 2825. inhibition, % at 10 µM;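 active means inhibition of 50% or more; inactive means inhibition below 50%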;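 further: plate controls were induced DMSO wells for no effect and uninduced yeast grown without galactose for full effect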
UPR XBP1 act: activators of adaptive arm of unfolded protein response (XBP1); activation, % at 20 µM; CHO-XBP1 luciferase reporter, IRE1-XBP1 UPR activation, luminescence; percent of tunicamycin response, DMSO as zero; AID 463104; 330,000 tested, 0.33% active;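 active means versus positive control, 20 µM dose yields 30% or more activation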;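 further: 100% = tunicamycin at 10 µg/mL and 0% = DMSO only wells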
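Material: CHO cell line with stable XBP1 luciferase reporter; buffer or medium: F12 medium containing 10% fetal bovine serum; compound: single point, 20 µM final compound, 1% DMSO; incubation: 6 h treatment, 37 °C; measured by: glow luminescence from Steady-Glo reagent; evaluation: activation, % of tunicamycin; control set: tunicamycin high, DMSO low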
Numbers without * were called inactive; . = not tested or not shown.

Structure,APJ ag,Mdm2 MdmX PPI,UPR CHOP act,NLRP3 yeast inh,TIM10 inh,UPR XBP1 act,tim23-1 inh,tim10-1 inh,GRIN3A LBD mod
CCOC(=O)N1CCN(c2nc(-c3ccc(Cl)cc3)cs2)CC1,-2,2,-0.4,4,6,5,14,2,4
COc1ccccc1-n1cnc2cc(NC(C)=O)ccc21,-1,2,-0.8,11,3,2,17,7,-1
CCOC(=O)C1(C)Oc2cccnc2NC1=O (stereo unspecified),-1,-32,-0.7,0,-9,-1,-1,7,0
CN(Cc1ccccc1Cl)C(=O)C1CCC(=O)N(C2CCCCCC2)C1 (stereo unspecified),-2,5,-0.9,6,10,-3,14,16,1
O=C(NCc1ccco1)c1cc2sccc2n1Cc1ccccc1,-3,20,0.8,-58,35,0,12,25,-2
COc1ccc(OCC(=O)Nc2ccc3oc(=O)ccc3c2)cc1,6,-5,-0.7,20,6,-4,-2,8,-3
Cc1ccc(NC(=O)CCN2CCC(C(N)=O)CC2)cc1,-2,23,1.4,17,-6,-1,6,-9,2
O=C(Nc1ccc2oc(-c3ccncc3)nc2c1)c1ccc2c(c1)OCO2,-1,-7,3.2,12,-25,6,-24,-21,5
CCc1ccccc1NC(=O)Cn1nnc(C(=O)NCc2cccc(OC)c2)c1N,3,13,1.2,0,4,-4,8,12,2
COc1ccc2cc(C=NS(=O)(=O)c3ccc(C)cc3)n(C)c2c1,-1,-3,-0.8,12,-8,0,5,-2,5

Four entries from above, ordered by SMILES length, low to high:
Structure,APJ ag,Mdm2 MdmX PPI,UPR CHOP act,NLRP3 yeast inh,TIM10 inh,UPR XBP1 act,tim23-1 inh,tim10-1 inh,GRIN3A LBD mod
COc1ccccc1-n1cnc2cc(NC(C)=O)ccc21,-1,2,-0.8,11,3,2,17,7,-1
COc1ccc(OCC(=O)Nc2ccc3oc(=O)ccc3c2)cc1,6,-5,-0.7,20,6,-4,-2,8,-3
COc1ccc2cc(C=NS(=O)(=O)c3ccc(C)cc3)n(C)c2c1,-1,-3,-0.8,12,-8,0,5,-2,5
CCc1ccccc1NC(=O)Cn1nnc(C(=O)NCc2cccc(OC)c2)c1N,3,13,1.2,0,4,-4,8,12,2

(further entries)
Structure,APJ ag,Mdm2 MdmX PPI,UPR CHOP act,NLRP3 yeast inh,TIM10 inh,UPR XBP1 act,tim23-1 inh,tim10-1 inh,GRIN3A LBD mod
Cc1ccccc1-n1c(O)c(C=NC2CCS(=O)(=O)C2)c2ccccc2c1=O (stereo unspecified),1,28,-1.6,16,-4,-1,-5,1,3
N#Cc1c(NC(=O)C(=O)NCCCN2CCOCC2)sc2c1CCC2,5,7,0.2,7,-8,-1,-4,1,-4
CC(C)c1ccc(C(=O)COC(=O)C(O)c2ccccc2)cc1 (stereo unspecified),-5,-8,4.1,4,12,2,39,20,3
CCOc1ccc(-n2c(=O)cc(N3CCN(c4ccc(F)cc4)CC3)[nH]c2=O)cc1,-4,-6,0.0,-10,-15,-3,4,-1,-3
CCN(Cc1ccccc1)C(=O)Cn1c(=O)n(CC(=O)NCc2ccco2)c(=O)c2sccc21,-2,-6,0.1,10,16,0,-5,16,4
Cc1cc(C)nc(SCC(=O)Nn2cnnc2)n1,0,15,-0.1,12,-1,-2,-9,5,2
COc1ccc(Cl)cc1NC(=O)CN1CCC(n2nnc3ccccc32)CC1,1,17,-0.8,14,-8,-1,8,12,-1
CCN1C(=O)/C(=C/c2ccc(C)o2)N(C)C1=S,3,37,2.9,18,-14,2,24,19,-1
COc1ccc(OCC(=O)N2CCN(C(=O)c3ccco3)CC2)cc1,-1,3,-2.0,8,-1,-2,4,3,-1
CN(C)C(=O)c1cnc(Sc2ncc(C(F)(F)F)cc2Cl)n1C,-2,-23,0.3,8,13,-1,19,14,0
COc1ccc2cc(-c3ccn[nH]3)ccc2c1,1,-146,4.7,29,9,10,13,9,-28
CC(=O)c1ccc(-c2ccc(C(=O)NCC(c3ccc(F)cc3)N3CCOCC3)o2)cc1 (stereo unspecified),8,13,0.9,29,9,-4,33,28,4
O=C(NN1CCOCC1)c1sc2cccc(F)c2c1Cl,-1,28,0.3,17,-15,-1,-1,2,0
COc1cccc(CNC(=O)CCNS(=O)(=O)c2ccc3c(c2)oc(=O)n3C)c1,-4,36,1.5,2,23,3,11,18,2
COc1cccc(NC(=O)NCc2ccccc2F)c1,0,1,2.0,11,16,3,2,16,-3
CCCC(C)NC(=S)NC(=O)c1cc(S(=O)(=O)N2CCOCC2)ccc1C (stereo unspecified),2,24,-0.7,-3,17,-1,15,24,0
O=c1c2c(nc3nc(CCc4ccccc4)[nH]n13)CCC2,5,0,-2.0,8,-20,-3,9,14,6
CCOc1ccccc1N1CCN(c2nc3ccccc3nc2C(C#N)C(=O)OC(C)C)CC1 (stereo unspecified),1,16,2.2,19,8,2,20,11,-2
CCOC(=O)[C@H]1[C@H]2COc3ccc(Br)cc3[C@@H]2N2C(=O)CN(Cc3ccccc3)C(=O)[C@@]12C,-2,7,2.0,18,6,-3,19,13,2
O=c1[nH]c(CN2CCCCC2)nc2c1C1(CCCCC1)Cc1ccccc1-2,3,14,-3.3,-5,23,-2,22,31,0
O=C(O)Cc1sc(N/N=C\c2ccccc2)nc1-c1ccccc1,-2,-55,8.5,6,21,1,31,28,2
CC1(C)CC(=O)C(C=NCCN2CCNCC2)=C(O)C1,-1,-14,2.0,8,-1,-1,4,1,0
CCN(C(=O)Cc1c(C(=O)O)n(C)c2ccccc12)c1cc(OC)ccc1OC,-2,-7,0.1,4,7,-3,7,12,-2
CCC/C=N/NC(=O)CNC(=O)c1ccccc1Cl,-3,-12,0.8,21,-3,3,5,8,-1
COc1cc2c(cc1OC)C(c1ccc(-c3cc(Cl)ccc3Cl)o1)=NCC2,-1,8,-1.1,8,45*,4,-2,46*,-11
CCCOc1ccc(CN(CCO)CCO)cc1C(=O)OC,-2,6,0.3,26,9,2,2,-5,0
CC(C)CN(CC(C)C)C(=O)C12CCC(C)(C(=O)O1)C2(C)C (stereo unspecified),-5,-2,1.7,5,17,0,20,23,-1
C=CCNc1nnc(-c2ccncc2)s1,1,3,-1.6,23,12,-2,11,5,-1
CC(C)(C)c1ccc(OCc2ccc(C(=O)NN)o2)cc1,7,5,4.0,24,31,-2,46,38,0
CC(C)CN(C1CCS(=O)(=O)C1)S(=O)(=O)c1ccc(C(C)C)cc1 (stereo unspecified),-4,-2,1.4,15,9,-1,28,24,-1
CC1=C(C(=O)OCC2CCCCC2)C(c2ccccc2F)NC(=O)N1 (stereo unspecified),0,27,-1.0,4,-10,0,-9,-9,1
COc1cccc(C(=O)Nc2cccc3ccccc23)c1OC,0,-7,2.5,35,-6,1,36,25,-1
O=C(Cc1ccccc1)NNC(=O)Nc1ccc(Cl)c(Cl)c1,-3,22,-0.6,-1,-11,0,-31,2,-3
O=C(NCC(c1cccnc1)N1CCN(c2ccccc2F)CC1)c1ccco1 (stereo unspecified),2,-2,0.8,24,-6,-3,-2,-7,-1
C=CCN1C(=O)/C(=C\C(C)=C\c2ccccc2)SC1=S,-2,32,1.8,8,-1,-3,11,6,0
Cc1cc(C)cc(NC(=O)NCc2c(-c3ccccc3)noc2C)c1,-5,31,-0.2,12,8,-3,18,12,0
O=C(O)c1ccc(Cn2cnc3cccnc32)cc1,0,13,0.9,20,9,-1,9,9,-1
COc1ccc(NC2CCCN(C(=O)CCN3CCCC3=O)C2)cc1OC (stereo unspecified),2,6,-0.4,2,7,-2,10,4,0
Cc1ccc(NC(=O)CSc2nc3c(cc2C#N)C(=O)CCC3)cc1S(=O)(=O)N(C)C,1,-8,0.0,13,1,-2,-21,7,-23
O=C(COc1ccccc1)N[C@@H]1c2ccccc2CC[C@H]1OCc1ccccc1,.,9,1.1,.,4,-1,47,29,2
O=S(=O)(Cc1ccccc1)N1CCN(Cc2ccccc2)CC1,-1,-8,-0.3,26,14,0,4,11,-1
C/C(N)=C(/C#N)C(=O)CSc1nc2scc(-c3ccc(F)cc3)c2c(=O)n1C,-2,32,4.8,17,17,1,2,12,-3
CCCCCN(C(=O)COC(=O)CSc1ccc([N+](=O)[O-])cc1)c1c(N)n(CCCC)c(=O)[nH]c1=O,0,-2,1.2,17,1,-3,-12,2,-2
COc1ccc(N2C(=O)CC(Cc3ccccc3OC)C2=O)cc1 (stereo unspecified),1,-8,0.9,17,5,-5,25,9,0
COC(=O)C1=C[C@@H](C(=O)OC)[C@@H]2C3=C(C(=O)[C@]2(C)NC(=O)c2ccccc2)[C@H](C)n2c(=O)n(-c4ccccc4)c(=O)n2[C@@H]3C1,-1,12,-0.4,15,2,-1,-8,-7,-1
CCCNc1nc2c(c(=O)n(C)c(=O)n2C)n1CCC(C)C,-2,25,-1.9,4,-26,-4,3,13,-1
O=C(CCc1n[nH]c(=O)[nH]c1=O)N1CCCCC1,-1,14,1.0,17,-1,0,-4,3,2
Cc1onc(-c2c(F)cccc2Cl)c1C(=O)Nc1ccccc1N1CCOCC1,-5,9,-0.9,-4,-4,0,14,13,2
Cc1cccc(OCC(=O)Nc2nnn(C)n2)c1C,-2,-4,-0.2,9,-3,1,10,-13,2
CCOC(=O)c1cn(Cc2cccc(C)c2)nn1,-1,1,1.5,12,9,-1,19,25,2

The listing continues.
Structure,APJ ag,Mdm2 MdmX PPI,UPR CHOP act,NLRP3 yeast inh,TIM10 inh,UPR XBP1 act,tim23-1 inh,tim10-1 inh,GRIN3A LBD mod
CCOc1ccc(Nc2n[nH]c(=S)s2)cc1,2,-86,4.4,3,4,5,12,14,-14
O=[N+]([O-])/C(C(Cl)=C(Cl)Cl)=C(/NC1CC1)Sc1ccccc1,-5,7,-1.2,6,5,-3,15,5,0
NC(=O)c1cc2ccncc2c2ccccc12,-2,90*,-3.2,-7,-4,-4,-1,2,6
COc1ccc(C(=O)N2CCN(c3cccc(Cl)c3)CC2)c(OC)c1,-1,43,-0.3,13,5,-4,21,23,-1
Cc1cc(CN2CCC(N3CCC(C(=O)NC4CC4)CC3)CC2)cc(C)c1O,-5,29,0.5,10,2,-3,-15,13,2
NC(=S)N/N=C/c1cccc(/C=N/NC(N)=S)c1,0,10,-0.2,14,13,-1,-6,-10,0
NS(=O)(=O)c1ccc(NC(=O)c2cc(Cl)sc2Cl)cc1,-2,-4,1.3,7,5,-5,11,19,1
Cc1[nH]c2ccccc2c1C(=O)C(=O)N1CC=C(c2ccccc2)CC1,0,23,-1.7,8,33,0,32,28,-4
CN(C)S(=O)(=O)c1cccc(-n2sc3ccccc3c2=O)c1,4,9,3.6,-10,18,-3,26,15,0
Clc1ccc(OCCn2cnc3ccccc32)c(Cl)c1,3,-59,4.0,71*,7,6,54*,24,-40
COC(=O)C(C)Oc1ccc2c3c(c(=O)oc2c1)CCCCC3 (stereo unspecified),-1,32,-1.1,7,4,1,38,10,-1

An unsorted share of the library; about 8.2% have a hit in one of these screens.
